# RmlCD inh 1536: M. tuberculosis RmlC/RmlD inhibition; P9WH09+P9WH11; RmlC+RmlD coupled enzyme assay, percent inhibition; primary screen in compound mixtures; inhibition, % at 3.6 µM; 160,000 compounds, 0.03% hits; AID 1533; in the data active means inhibition mostly above about 34%, no sharp cut-off; inconclusive means no clear call, values can overlap the other calls; inactive means mostly below about 22%; further: some results filed as inactive read as strong as hits
# Target sequence (P9WH09 whole entry, looked up): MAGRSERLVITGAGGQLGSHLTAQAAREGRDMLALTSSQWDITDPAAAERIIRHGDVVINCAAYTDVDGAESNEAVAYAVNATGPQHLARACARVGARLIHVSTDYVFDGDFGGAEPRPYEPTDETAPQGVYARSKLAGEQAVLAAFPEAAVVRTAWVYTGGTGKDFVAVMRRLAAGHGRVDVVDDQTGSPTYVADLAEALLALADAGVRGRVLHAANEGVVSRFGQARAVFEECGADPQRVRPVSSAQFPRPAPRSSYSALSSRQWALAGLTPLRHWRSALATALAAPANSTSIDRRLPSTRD
# Target sequence (P9WH11 whole entry, looked up): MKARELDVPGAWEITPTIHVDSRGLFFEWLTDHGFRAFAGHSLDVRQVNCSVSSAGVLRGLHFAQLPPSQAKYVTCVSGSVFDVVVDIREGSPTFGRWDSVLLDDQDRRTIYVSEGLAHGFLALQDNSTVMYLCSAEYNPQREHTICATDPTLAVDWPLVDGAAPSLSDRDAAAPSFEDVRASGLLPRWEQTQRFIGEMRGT
# GlmU inhibition: inhibition of mycobacterial GlmU enzyme – biochemical, glucosamine-1-phosphate acetyltransferase (AID 1376); 220,000 compounds, 0.25% hits; inhibition, %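 (tested at 30 µM in the primary screen)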, or IC50 in µM where a hit was titrated; M. tuberculosis GlmU acetyltransferase enzyme assay; higher % means a stronger effect; in the data active means inhibition above about 13%; inconclusive means no clear call, values can overlap the other calls;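 further: 0% = complete reaction with vehicle and 100% = reaction without substrate; strong numbers were not always called active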
# The depositor's hits bear a star; ? = inconclusive; . = not tested or not shown. This is a subset; the hit share may differ from the screen's.
SMILES,RmlCD inh 1536,GlmU inhibition
O=C1N/C(=N\S(=O)(=O)Cc2ccccc2)S/C1=C/c1cccc([N+](=O)[O-])c1,7,8.5%
COc1nc2ccccc2nc1CCC(=O)O,5,8.2%
O=C(O/N=C1\CCS(=O)(=O)c2sccc21)c1ccccc1,8,1.6%
Cn1c(=O)n(C)c2cc(NC(=O)C(F)(F)F)ccc21,.,2.5%
Cc1cccc(C(=O)Nc2onc(C)c2C#N)c1,13,5.7%
CN(C)c1ccc(-c2nn3c(-c4ccc(Cl)cc4)nnc3s2)cc1,.,2.0%
O=C(CSc1nc2ccncc2[nH]1)Nc1ccccc1C(F)(F)F,-9,-0.7%
Cc1ccc(Cl)cc1N1CCN(C(=O)c2cn(C)c(=O)c3c2c2ccccc2n3C)CC1,17,-0.5%
O=C(COC(=O)CCCSc1nc2ccccc2[nH]1)Nc1ccc(Oc2ccccc2)cc1,52,-7.2%
COc1ccc(OCC(=O)OC(C)CN2CCOCC2)cc1 (configuration not stated),.,2.1%
CCCCN1C(=O)C(NC(=O)c2cccnc2)(C(F)(F)F)C2=C1CC(C)(C)CC2=O (configuration not stated),52,-2.2%
Cc1ccc(S(=O)(=O)N2CCCC2C(=O)OCc2nc3ccccc3s2)cc1 (configuration not stated),.,10%
O=S(=O)(c1ccc(Cl)cc1)N1CCN(C2CCN(Cc3ccccc3)CC2)CC1,-10,-1.6%
CCN1CCc2c(sc(NC(=S)NC(=O)c3ccccc3)c2C#N)C1,-5,6.5%
Cc1[nH]n(-c2ccccc2)c(=S)c1C=NCCCN=Cc1c(C)[nH]n(-c2ccccc2)c1=S,6,5.2%
Cc1ccc(C(=O)Oc2oc(-c3ccccc3)nc2C=Nc2ccc(N(C)C)cc2)cc1,6,-2.2%
CCn1c(COc2cccc(OC)c2)nnc1SCC(=O)N1CCOCC1,-1,-3.7%
Cc1nnc(NC(=O)c2ccc3ccccc3c2)o1,20,3.5%
CC(=O)c1cc(CN2CCC(N3CCC(C(=O)N4CCCC4)CC3)CC2)cs1,37,-8.8%
Cc1ccc(C)c(OCC(O)CN2CCC(C)CC2)c1C (configuration not stated),10,-8.0%
O=C(O)c1ccc(N2C(=O)CC(N3C(=O)/C(=C/c4ccc(Cl)cc4)SC3=S)C2=O)cc1 (configuration not stated),-5,.
Cc1cc2nc(-c3ccccc3)cc(=O)n2[nH]1,11,2.0%
CCC(C)(C)n1nnnc1C(C(C)C)N(CCCO)Cc1cc2cc(C)ccc2[nH]c1=O (configuration not stated),-3,-2.5%
CC(=O)NC1(NC(C)=O)CCN(C)CC1,.,1.6%
Cc1csc(NC(=O)c2ccc(N3CCCC3=O)cc2)n1,-7,2.1%

# In the list so far, 6 contain two or more sulfur atoms.
SMILES,RmlCD inh 1536,GlmU inhibition
O=C1N/C(=N\S(=O)(=O)Cc2ccccc2)S/C1=C/c1cccc([N+](=O)[O-])c1,7,8.5%
O=C(O/N=C1\CCS(=O)(=O)c2sccc21)c1ccccc1,8,1.6%
Cc1ccc(S(=O)(=O)N2CCCC2C(=O)OCc2nc3ccccc3s2)cc1 (configuration not stated),.,10%
CCN1CCc2c(sc(NC(=S)NC(=O)c3ccccc3)c2C#N)C1,-5,6.5%
Cc1[nH]n(-c2ccccc2)c(=S)c1C=NCCCN=Cc1c(C)[nH]n(-c2ccccc2)c1=S,6,5.2%
O=C(O)c1ccc(N2C(=O)CC(N3C(=O)/C(=C/c4ccc(Cl)cc4)SC3=S)C2=O)cc1 (configuration not stated),-5,.

# The listing picks up, repeating the three entries before the break.
SMILES,RmlCD inh 1536,GlmU inhibition
CCC(C)(C)n1nnnc1C(C(C)C)N(CCCO)Cc1cc2cc(C)ccc2[nH]c1=O (configuration not stated),-3,-2.5%
CC(=O)NC1(NC(C)=O)CCN(C)CC1,.,1.6%
Cc1csc(NC(=O)c2ccc(N3CCCC3=O)cc2)n1,-7,2.1%
Cc1occc1C(=O)NNC(=O)C1CCCC1,9,-6.7%
CCOC(=O)CNS(=O)(=O)c1ccc2c3c(cccc13)C(=O)N2CC,-12,-1.4%
CC(=O)CSc1cc(-c2ccccc2)nc2ncnn12,-10,-1.0%
N#Cc1ccccc1CSc1ccccn1,4,2.7%
C1=C(c2c[nH]c3ccccc23)CCNC1,.,-11%
Cc1ccc(S(=O)(=O)NCCNC(=O)c2cc(OCC(F)(F)F)ccc2OCC(F)(F)F)cc1,.,-0.5%
O=C(Nn1c(SCc2ccccc2F)nc2ccsc2c1=O)c1ccccc1,9,-3.8%
COc1ccc(C2=NOC(C(=O)NCc3ccccc3)C2)cc1 (configuration not stated),-2,.
COCCCNC(=O)C(F)(F)C(F)(F)C(=O)NCCCOC,-1,8.2%
CCOC(=O)CNC(=O)C1c2cc(OC)c(OC)cc2C(=O)N(C)C1c1ccccc1F (configuration not stated),-2,1.4%
COC(=O)c1ccc(C(=O)OC)c(NC(=S)N2CCC(N3CCCCC3)CC2)c1,3,0.1%
CCC(=O)c1cn(CC(=O)NCc2cccnc2)c2ccccc12,10,-4.5%
CCOC(=O)c1sc(NC(=O)c2ccc(OC(C)=O)cc2)nc1C,-9,-2.3%
CCOC(=O)/C(C#N)=C\c1cccnc1,-6,-2.7%
COC(=O)c1ccccc1NC(=O)CCCn1nc([N+](=O)[O-])cc1C,7,-2.1%
COc1ccc(Oc2nc(-c3ccccc3)ncc2C(=O)O)cc1,.,-1.9%
CCCn1c(NC(=O)c2cccc(S(=O)(=O)N3CCCC3)c2)nc2ccccc21,9,-0.9%
C=CCn1c(COc2ccc(Cl)cc2)nnc1SCc1ccc(C#N)cc1,-1,-2.6%
COc1ccc(/C=C(/Sc2nnc(-c3ccc(Cl)cc3)o2)C(=O)O)cc1,6,-6.8%
CC1CN(S(=O)(=O)c2ccc(NC(=O)c3ccco3)cc2)CC(C)O1 (configuration not stated),0,3.0%
CON1C(=O)C(=O)N(OC)C(C)(C)C1(C)C,-8,-1.3%
COc1ccc(/C=N/Nc2ncnc3sc4c(c23)CCCC4)cc1OC,7,1.1%
COc1ccc(CCN)cc1O,.,-0.7%
COc1cc(OC)cc(C(=O)NC(C)c2ccc(Br)cc2)c1 (configuration not stated),.,0.2%
Brc1ccc(-c2ncc3ccccn23)cc1,.,1.1%
# More structures follow.
SMILES,RmlCD inh 1536,GlmU inhibition
COc1ccccc1C(=O)NCC(=O)OCc1csc(-c2ccccc2)n1,21,-2.4%
O=C(/C=C/c1ccco1)Nc1nc(-c2ccccc2)cs1,-1,1.9%
N#Cc1ccccc1NC(=O)CSc1ccc([N+](=O)[O-])cn1,18,-1.1%
COC(=O)C1=C(c2ccc(S(C)(=O)=O)cc2)C[C@@H]2CC[C@H]1N2C(=O)NCCNC(C)=O,.,-4.5%
COc1c(C)cc(Br)cc1C(=O)Nc1ccc(S(N)(=O)=O)cc1,-8,-1.7%
Cc1ccc[n+](/C(=C\C(=C=[N-])C#N)C(=O)c2ccc(Cl)cc2)c1,-16,0.1%
COc1cccc(NC(=S)N2CCC(N(C)CC3CCCO3)CC2)c1 (configuration not stated),-8,2.7%
Cc1cccc(OCC(=O)N/N=C\c2cccn2C)c1C,.,-0.6%
CCOC(=O)c1cnc2sccn2c1=O,-12,1.7%
CC(C)(C)c1nc(SCC(=O)N2CC(=O)Nc3ccccc32)c2ccccc2n1,9,-5.8%
O=c1c2ccccc2nc(SCc2nnc(-c3ccccc3)o2)n1-c1ccccc1,.,4.6%
COC(=O)NC1CCC(CC2CCC(NC(=O)OC)CC2)CC1 (configuration not stated),-3,0.8%
COC(=O)c1ccccc1NC(=O)N1c2ccccc2Sc2ccccc21,6,-2.7%
Cc1ccc(C(=O)C[n+]2cccc3ccccc32)cc1,9,-2.0%
CC(=O)c1cc(NC(=O)c2ccc([N+](=O)[O-])cc2)c(=O)oc1C,.,0.1%
Fc1ccc(C2c3[nH]c4ccccc4c3CCN2Cc2cccn2-c2ncccn2)cc1 (configuration not stated),-9,2.6%
Cc1cc(N2C(=O)CC(C(C)c3ccccc3)C2=O)no1 (configuration not stated),.,-0.3%
CCOC(=O)C1=C(C)NC(C)=C(C(=O)OCC)C1/C=C/c1ccccc1OC,-5,-1.2%
O=C(Nc1ccc(F)cc1)N1CCn2c(nc3ccccc32)C1,9,2.2%
COc1ccc(CCNC(=O)c2cc3c(=O)n(C)c4ccccc4c3n2C)c(OC)c1,-7,8.0%
Cc1nc2ccccc2c2c1C(=O)N(CCC1=CCCCC1)C2=O,-9,-1.1%
CCCCC1OC23CCCCC2C(C#N)(C#N)C1(C#N)C(=N)O3 (configuration not stated),.,16%
Cc1c(C(=O)NCc2ccccn2)oc2ccccc12,-10,-1.3%
COc1cc(S(=O)(=O)NCCCN2CCOCC2)ccc1Cl,-7,-1.1%
CN(C(=O)CSc1nc2c(c(=O)[nH]1)CCC2)c1ccccc1,-11,-0.7%

# Retrieved one by one from above (three):
SMILES,RmlCD inh 1536,GlmU inhibition
COc1cc(S(=O)(=O)NCCCN2CCOCC2)ccc1Cl,-7,-1.1%
COc1c(C)cc(Br)cc1C(=O)Nc1ccc(S(N)(=O)=O)cc1,-8,-1.7%
CN(C(=O)CSc1nc2c(c(=O)[nH]1)CCC2)c1ccccc1,-11,-0.7%

# (listing goes on)
SMILES,RmlCD inh 1536,GlmU inhibition
S=c1[nH]nc(-c2cccc3ccccc23)n1-c1cccnc1,1,-0.1%
COC(=O)c1ccc(CSc2nc3cc(Cl)ccc3s2)o1,.,0.3%
CCCOC(=O)c1ccc(Nc2cc(C)nc3ncnn23)cc1,-9,2.5%
Cc1ccc(-c2nc(CS(=O)CC(=O)NCc3ccccn3)c(C)o2)cc1 (configuration not stated),11,2.1%
C=CCOc1ccccc1CNCCCN1CCOCC1,8,2.1%
CC(C)CNC(=O)CSc1nnc(-c2ccccn2)n1Cc1ccccc1,-2,0.8%
CCC(=O)Oc1cccc(C(=O)Nc2ccc(-c3nnc(-c4ccco4)o3)cc2)c1,.,-3.4%
CCOC(=O)[C@@H]1[C@H]2COc3ccccc3[C@@H]2N2C(=O)N(c3cccc(F)c3)C(=O)[C@]12C,.,1.9%
CCS(=O)(=O)CCSc1nc2ccccc2s1,.,6.7%
c1cc(-c2nnc3n2CCCCC3)ccn1,10,7.6%
CC(C)(C)c1nnc(N/N=C/c2ccc(Br)cc2)n(N)c1=O,8,2.6%
O=C(CC1C(=O)NCCN1Cc1ccc(-c2ccccc2)cc1)NCc1ccccc1 (configuration not stated),?,-2.8%
COc1cccc(NC(=O)Nc2cccn(Cc3ccccc3)c2=O)c1,-8,1.1%
CSc1ccccc1Nc1ncnc(N)n1,-7,-1.7%
Cc1ccc2cc(/C=N/NC(=O)c3ccccc3O)c(Cl)nc2c1,-7,1.2%
CCOC(=O)Nc1c(C(=O)OC)[nH]c2cccc(OC)c12,5,2.2%
CN(C(=O)c1ccco1)c1nc2c(s1)CCCC2,4,3.2%
CCOc1ccc(N(CC(=O)N/N=C/c2ccc(OC(C)C)cc2)S(C)(=O)=O)cc1,.,-2.3%
Cc1[nH]nc2c1-c1nc3ccccc3nc1C(C)(C)C2,30,-2.7%
COc1ccccc1-c1ccc(/C=C2/C=C(C)OC2=O)o1,11,5.3%
CN(C)C1=NC(N(C)C)=NP(N(C)C)(N(C)C)=N1,.,-6.8%
Cc1ccc(C)n1-n1cnc2sc3c(c2c1=O)CCC3,.,5.4%
COC(=O)c1ccc(/C=N/NC(=O)CC(=O)NCc2cccnc2)cc1,-3,-3.7%
COc1ccc(N(CC(=O)Nc2ccc(C(N)=O)cc2)S(=O)(=O)c2ccc(C)c([N+](=O)[O-])c2)cc1,-10,-1.0%
CCOC(=O)C1(C/C(C)=N/NC(N)=O)CC(C)(C)OC1=O (configuration not stated),-9,2.6%
# Carrying on.
SMILES,RmlCD inh 1536,GlmU inhibition
CCCCNC(=O)c1sc2nc(C)cc(COC)c2c1-n1cccc1,4,.
C/C(=N\NC(=O)c1cccs1)c1cccnc1,7,4.7%
COc1cc(C(=O)Nc2cc(C(F)(F)F)ccc2N2CCOCC2)ccc1O,-9,-2.5%
COc1ccc2nc(NC(C)=O)sc2c1,.,5.5%
CN(C)S(=O)(=O)c1ccc(NC(=O)c2cccnc2)cc1,9,3.0%
CCOc1cc(/C=C2/SC(=O)N(CC(=O)N3CCc4ccccc4C3)C2=O)ccc1OCC(=O)O,59,3.1%
Cc1ccccc1N=C1Nc2ccccc2CS1,.,6.5%
CN(C(=O)CSc1nnc(-c2c[nH]c3ccccc23)o1)C1CCS(=O)(=O)C1 (configuration not stated),6,-0.8%
Cc1ccc(NC(=O)C2CCCN2C(=O)NC2CCCCC2)c(C)c1 (configuration not stated),-9,3.1%
CCCC/C=C1\CCc2c([nH]c3ccccc23)C1=O,.,-2.9%
CC(C)CC(=O)Nc1ccccc1-c1nnn(CC(=O)N2CCOCC2)n1,8,1.1%
COC(=O)c1c(NC(=O)CSc2nnc(C)c(=O)[nH]2)sc(C)c1C,55,0.7%
NC(=O)CN1CCN(C(=O)Nc2ccccc2)CC1,-4,3.3%
Cc1ccc(-c2nnc(Oc3ccc(NC(=O)c4ccccc4)cc3)c3ccccc23)cc1,7,-2.0%
COc1ccc(Nc2nc(N)nc(CSC(=S)N3CCCCC3)n2)cc1,-6,7.8%
O=C1c2ccccc2S(=O)(=O)c2cc(N3CCN(c4ccccc4)CC3)ccc21,.,-1.0%
O=C1CCCC(NCCCCCCNC2=C([N+](=O)[O-])C(=O)CCC2)=C1[N+](=O)[O-],-13,1.9%
CC(=O)c1ccc2c(c1)N(C)c1ccccc1S2,.,0.5%
CCN=C1SC(CC(=O)Nc2ccc(C)cc2)C(=O)N1CC (configuration not stated),14,0.9%
CSCc1cc(N(C)C)nc(SCc2ccc(Cl)cc2Cl)n1,-14,-0.6%
CN(C(=O)c1cccnc1)c1nnc(-c2cnccn2)s1,.,9.2%
N/C(=N\OC(=O)c1cccc2ccccc12)c1ccc(Br)cc1,-13,-4.0%

# High-throughput results: PubChem BioAssay, several laboratories
